Source: PubChem BioAssay
OX1R antag-1 = blocks the human orexin 1 receptor | O43613 | CHO/OX1R cells, Fluo-8 calcium fluorescence, orexin A | inhibition, % at 5 µM | 0.43% of 330,000 active | AID 434989;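 active means inhibition above its plate's threshold, mean inhibition of all tested compounds on the plate plus 3 SD, cut at about 37% in these data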;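 further: 0% = orexin A challenge wells and 100% = SB-334867-A antagonist wells; not every result past the cut was called active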
Target sequence (O43613 whole entry, looked up): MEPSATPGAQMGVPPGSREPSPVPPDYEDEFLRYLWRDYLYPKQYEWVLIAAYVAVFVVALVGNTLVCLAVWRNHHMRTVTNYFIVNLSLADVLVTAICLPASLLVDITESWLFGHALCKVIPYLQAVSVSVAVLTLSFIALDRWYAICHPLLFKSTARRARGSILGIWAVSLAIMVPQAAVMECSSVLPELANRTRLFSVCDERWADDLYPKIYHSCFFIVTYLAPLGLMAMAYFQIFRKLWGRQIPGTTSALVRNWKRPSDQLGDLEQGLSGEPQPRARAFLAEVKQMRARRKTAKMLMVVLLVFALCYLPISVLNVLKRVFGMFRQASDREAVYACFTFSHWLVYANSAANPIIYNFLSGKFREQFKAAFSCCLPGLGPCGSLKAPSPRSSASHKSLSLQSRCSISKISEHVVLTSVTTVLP
CHT allo act = human CHT allosteric activation; Q9GZV3; CHT-expressing cells, membrane potential dye, choline EC20; stronger effect = higher value; LV-AA mutant CHT in HEK293 cells; B-score at 10 µM; 0.49% of 310,000 active;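 active means initial fluorescence not abnormally high and integrated response B-score, plate-corrected, over 3 SD above library mean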
Target sequence (Q9GZV3 whole entry, looked up): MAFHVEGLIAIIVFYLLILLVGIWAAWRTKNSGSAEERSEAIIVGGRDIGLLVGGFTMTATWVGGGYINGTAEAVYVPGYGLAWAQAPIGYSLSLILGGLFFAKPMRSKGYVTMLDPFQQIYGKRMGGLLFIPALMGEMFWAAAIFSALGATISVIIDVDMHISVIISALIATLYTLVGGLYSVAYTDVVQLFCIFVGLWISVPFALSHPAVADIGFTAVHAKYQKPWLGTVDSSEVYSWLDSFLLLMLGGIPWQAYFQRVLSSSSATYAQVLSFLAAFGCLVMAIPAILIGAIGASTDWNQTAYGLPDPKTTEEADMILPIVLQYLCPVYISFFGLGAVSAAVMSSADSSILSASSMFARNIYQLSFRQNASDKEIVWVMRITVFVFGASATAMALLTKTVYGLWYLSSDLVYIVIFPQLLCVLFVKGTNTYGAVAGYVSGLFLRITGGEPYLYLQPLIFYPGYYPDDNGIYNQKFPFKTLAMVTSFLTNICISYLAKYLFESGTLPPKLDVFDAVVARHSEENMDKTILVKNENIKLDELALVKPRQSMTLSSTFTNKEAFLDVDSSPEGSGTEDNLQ
OX1R antag-2 = antagonists of human orexin 1 receptor (OX1R). 1.8% of 330,000 active. inhibition, % at 6.6 µM. O43613. OX1R-expressing cells, FRET antagonist read-out. AID 485270; in the data active means inhibition mostly above about 38%, no sharp cut-off; inactive means mostly below about 40%;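 further: 0% = agonist challenge alone and 100% = reference antagonist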
Numbers without * were called inactive; i = inactive; / = no result given.

Below each SMILES: OX1R antag-1	CHT allo act	OX1R antag-2
COc1ccc(-c2csc(CCN3N=C(C)CC3=O)n2)cc1
  20	i	59
N#C/C(=C\c1cn(-c2ccccc2)nc1-c1cc2ccccc2o1)c1nc2ccccc2[nH]1
  -3	i	8
Cn1nnnc1SCc1ccccc1[N+](=O)[O-]
  -10	i	55
CCOC(=O)CN(C(=O)Cn1nnc(-c2ccc(OC)cc2)n1)C(C(=O)NC1CCCC1)c1ccc(F)cc1 (centres undefined)
  -11	i	25
Cc1nn(CCC(=O)Nc2cccc(C#N)c2)c(C)c1S(=O)(=O)N1CCCCC1
  -39	i	-5
C/C(Cc1ccccc1)=N\NC(=O)CNC(=O)c1ccccc1F
  -1	i	18
Cc1cccc(COCC(CC(C)C)N2CCN(C(=O)c3ccc(C(F)(F)F)cc3)CCC2=O)c1 (centres undefined)
  -31	i	6
CCOC(=O)c1[nH]c(C)c(C(=O)NCc2cccnc2)c1C
  -5	i	7
Cc1cc(Oc2ccc(=O)n(C)n2)nc(Oc2ccc(=O)[nH]n2)n1
  -7	i	15
CCC(C)(C)NC(=O)C(c1cccs1)N(C(=O)c1ccn[nH]1)c1cccc(OC)c1 (centres undefined)
  -26	i	10
COc1ccc(C)c2sc(N(CCCN(C)C)C(=O)CS(=O)(=O)c3ccc(F)cc3)nc12
  -22	i	6
COc1ccc(-n2c(=O)c(CCC(=O)N3CCC(C)CC3)nc3ccccc32)cc1
  -22	/	14
Cc1ccc(NCC(=O)Nc2cccc(S(=O)(=O)N(C)C)c2)cc1S(=O)(=O)N1CCCCCC1
  15	i	34
COc1cc(C(=O)NNC(=S)NC(=O)c2ccc(Cl)cc2)cc(OC)c1OC
  13	i	14
COc1cc(NC(=S)NNC(=O)CC(C)C)c(OC)cc1Cl
  -7	i	7
CN1CCN(CC(C)(C)NS(=O)(=O)c2ccccc2)CC1
  -12	/	3
Cc1ccc2c(c1)C1CN(C)CCC1N2C(=O)COc1ccccc1F (centres undefined)
  -24	i	12
CN(C)S(=O)(=O)N(Cc1ccc(Br)cc1)c1ccccc1
  -34	i	21
Cc1csc(CN(C)C(=O)CC2C(=O)NCCN2CC(C)(C)C)n1 (centres undefined)
  -17	i	12
Cn1c(=S)oc2ccccc21
  -7	i	4
O=C(OCC(=O)N1CCCC1=O)c1nc(Cl)c(Cl)c(Cl)c1Cl
  -5	i	21
CCOC(=O)C1=C(COC(=O)CCNS(=O)(=O)c2ccc(C)c(C)c2)NC(=O)NC1C (centres undefined)
  -26	/	3
CCCCSCCCNC(=O)c1cn(CC)c2ccc(S(=O)(=O)N3CCOCC3)cc2c1=O
  -9	i	8
CC(C)(C)c1ccc(C(=O)NCC(=O)N2CCCCCC2)cc1
  -17	i	10
O=c1[nH]c(CSc2nnc(-c3ccccc3)n2C2CCCCC2)nc2ccccc12
  -4	i	2
Cc1cccc(N=Nc2ccc(O)c3ncccc23)c1
  48*	i	24
CC(C)(C)c1ccccc1OCC(=O)NCCC(=O)O
  -4	i	6
O=c1[nH]c(CSc2nc(-c3ccccc3)cs2)nc2ccccc12
  -35	i	25
CN(C)CC(=O)Nc1ccc(S(N)(=O)=O)cc1
  -2	i	6
COC(=O)C1(C)NC(c2ccccc2F)C2C(=O)N(c3ccccc3)C(=O)C21 (centres undefined)
  -23	i	13
Cc1noc(C)c1S(=O)(=O)NCCN1CCN(c2ccccc2)CC1
  -19	i	15
COc1ccc(OC)c(Nc2nc(-c3sc(NC(=O)C(C)(C)C)nc3C)cs2)c1
  -9	i	34
CN(C)C(=O)CSc1nc2ccc(C(=O)c3ccccc3)cc2[nH]1
  -13	i	19
COCC(=O)N(Cc1cc2cc(C)ccc2[nH]c1=O)c1ccccc1
  -18	i	9
Cc1onc(-c2c(F)cccc2Cl)c1C(=O)NC1=NCCS1
  -18	i	-3
C=CCNC(=S)NNC(=O)C(CCCC)CC(C)O (centres undefined)
  -19	i	10
CC1CCCCC1NS(=O)(=O)c1ccc(S(=O)(=O)N2CCN(CCC#N)CC2)cc1 (centres undefined)
  -22	i	8
N#CCCN(CCC#N)C(=O)COc1ccc(Cl)cc1Cl
  -12	i	16
O=C(NCCCN1CCCC1=O)NC12CC3CC(CC(C3)C1)C2
  -14	i	-4
Cc1cccc(-n2nnc(C(=O)Nc3ccc(F)cc3)c2N)c1
  -15	i	25
COCCn1c(N)c(N(Cc2ccccc2)C(=O)CSCC(=O)Nc2ccc(OC)cc2)c(=O)[nH]c1=O
  -16	i	-3
COc1ccc(C(=O)CSc2nnc(CNC(=O)c3ccc(OC)c(OC)c3)n2C)cc1
  -12	i	35
CCn1cc(Cl)c(C(=O)NNC(=O)CCn2nc(C)c([N+](=O)[O-])c2C)n1
  -26	i	12
CCOc1ccccc1C(=O)NN1C(=O)C2CCCCC2C1=O (centres undefined)
  -10	i	10
C/C(N)=C(\C#N)C(=O)NCCc1ccccn1
  -8	i	2
O=C(Nc1cccnc1Cl)c1cc(-c2ccco2)on1
  -21	i	3
COC(=O)CSc1nnc(-c2ccc(OC)c(OC)c2)o1
  -18	i	22
Cc1onc(-c2ccccc2)c1C(=O)NNC(=S)NC(=O)c1ccc2c(c1)OCO2
  -2	i	2
CCN1CNC(=S)N(c2cccc(C)c2)C1
  -1	i	4
CCOc1ccc(S(=O)(=O)N(C)CC(=O)NC2CC2)cc1
  9	i	12

Entries of single compounds, quoted from the list. Order of values: OX1R antag-1	CHT allo act	OX1R antag-2
Listed for C/C(N)=C(\C#N)C(=O)NCCc1ccccn1 → -8	i	2
Listed for CCOc1ccc(S(=O)(=O)N(C)CC(=O)NC2CC2)cc1 → 9	i	12
Listed for CCN1CNC(=S)N(c2cccc(C)c2)C1 → -1	i	4
Listed for Cc1onc(-c2ccccc2)c1C(=O)NNC(=S)NC(=O)c1ccc2c(c1)OCO2 → -2	i	2
Listed for O=C(Nc1cccnc1Cl)c1cc(-c2ccco2)on1 → -21	i	3

Continued.
Below each SMILES: OX1R antag-1	CHT allo act	OX1R antag-2
CCN(C(=O)CC(C)C)c1nnc(Cn2nnc3ccccc32)s1
  -11	i	32
CCCN(C(=O)CSc1nc2c(cnn2-c2ccccc2)c(=O)[nH]1)C1CCS(=O)(=O)C1 (centres undefined)
  -4	i	21
CCOC(=O)CNC(=O)CSc1ncnc2c1cnn2-c1ccccc1
  7	i	13
Oc1ccc(/C=N/n2c(-c3ccccc3)n[nH]c2=S)cc1
  -12	i	5
CC(=O)Nc1cc(NC(C)=O)cc(C(=O)OCC(=O)N2CC(C)OC(C)C2)c1 (centres undefined)
  -16	i	6
COc1ccccc1N1CCN(C(=O)c2cc(-c3ccc(Cl)c(Cl)c3)on2)CC1
  -3	i	8
O=C(CCCN=C1NS(=O)(=O)c2ccccc21)OCC(=O)c1ccc(F)cc1
  12	i	10
C=CCn1c(=O)c2c3c(sc2n2c(Nc4ccc(C(=O)OCC)cc4)nnc12)CCCC3
  -45	i	9
COC(=O)c1sccc1NC(=O)Nc1ccc(Cl)c(Cl)c1
  -26	i	31
CN(C)c1ccc(/C=N/NC(=O)CCCO)cc1
  -12	i	7
C=CCNC(=O)c1onc(CSc2cccc(Cl)c2)c1C(=O)O
  -15	i	40
CCc1ccc(NC(=O)CN(c2ccc(OC)cc2)S(=O)(=O)c2c(C)[nH]c(=O)[nH]c2=O)cc1
  -7	i	16
CC(C)(C)C(=O)/C(C#N)=C/c1ccc(O)cc1
  4	i	4
CCOc1ccccc1NC(=O)NNC(=O)COc1cccc(C)c1C
  -8	i	11
CC(C)COP(=O)(c1ccc(N(C)C)cc1)C(O)c1ccncc1 (centres undefined)
  6	i	15
CCC(Sc1ccc2nnc(-c3cccnc3)n2n1)C(=O)OC (centres undefined)
  -9	i	12
C=CCn1c(SCC(=O)Nc2cc(C)c(Cl)cc2OC)nnc1-c1ccco1
  -27	i	24
O=S(=O)(NCCc1ccccc1)c1ccc(F)cc1
  -18	i	2
CCc1ccc(CCC(=O)Nc2sc(C)c(C)c2C(=O)OC)o1
  -35	i	13
Cc1ccc(C(=O)n2nc(-c3ccccc3)nc2NCc2ccco2)cc1
  -1	i	1
Cc1ccc(C(=O)NCCn2c(N)c(C#N)c3nc4ccccc4nc32)cc1
  -13	i	33
Cc1c(NS(=O)(=O)c2cccc(C(=O)Nc3ccccc3)c2)c(=O)n(-c2ccccc2)n1C
  -21	/	13
COc1ccccc1NC(=O)c1nn(-c2ccc(F)c(F)c2)ccc1=O
  -9	i	21
CCN(CC)S(=O)(=O)c1ccc(Cl)c(NC(=O)c2cc(Cl)cc(Cl)c2)c1
  -20	i	10
CCC(CC)C(=O)c1c[nH]c(C(=O)NCCCN2CCOCC2)c1
  -19	i	12
CCN(CC)S(=O)(=O)c1ccc2nc(NC(=O)c3cccs3)sc2c1
  3	i	51
CCc1ccc(Nc2nnc(SCc3cc(=O)n4ccsc4n3)s2)cc1
  -16	i	16
CC1=[N+](CC(=O)c2ccccc2)CCn2cccc21
  -21	i	14
O=C(NCc1cccs1)C1CCCN(c2ncccn2)C1 (centres undefined)
  -5	i	6
CC(NS(=O)(=O)c1ccc(CCC(=O)NCc2cccnc2)cc1)c1ccccc1 (centres undefined)
  -6	i	7
Cc1ccccc1NC(=O)Cc1nc(COC(=O)c2nc(Cl)ccc2Cl)cs1
  -31	/	3
Cc1cc(C)cc(NC(=S)NCc2ccc3c(c2)OCO3)c1
  -29	i	18
O=C(NC1CCCC1)C(c1ccncc1)N(C(=O)c1ccco1)c1ccc(F)c(Cl)c1 (centres undefined)
  -26	i	8
CN(CC(=O)Nc1ccc(OC(F)(F)F)cc1)C(=O)Cn1c(=O)cnc2ccccc21
  -4	/	-4
Cc1ccc(C(=O)NC(=C(Cl)Cl)S(=O)(=O)c2ccccc2)cc1
  -18	i	14
COC(=O)CC1C(=O)NCCN1C(=O)CSc1nc2cc(Cl)ccc2o1 (centres undefined)
  -22	i	23
O=C(O)c1ccc(-c2nc3ccccc3s2)o1
  3	i	22
O=C(COc1ccccc1)Nc1ccc(NC(=O)c2ccco2)cc1
  -6	i	11
COc1ccc(N2CCCn3c2nc2c3c(=O)n(CCCc3ccccc3)c(=O)n2C)cc1
  -27	i	11
C#CCN1C(=O)C2C(C(=O)NC)C3C=CC2(O3)C1C(=O)NCc1ccc(OC)cc1 (centres undefined)
  -6	i	-8
Cc1ccc(Oc2cc(C#N)c(C#N)cc2-n2nnc3ccccc32)cc1C
  15	i	10
Cc1cc(-c2ccc(C)c(S(=O)(=O)NCCCN3CCN(c4ccccc4)CC3)c2)on1
  -10	i	4
Cc1ccc(/C=C/C(=O)CCC(=O)O)cc1
  -14	i	16
C[C@H](NC(=O)c1ccc(Cl)cc1)C(=O)NNC(=O)c1cccs1
  -8	/	7
O=C(c1ccc(Cl)c(S(=O)(=O)N2CCc3ccccc32)c1)N1CCN(c2ccccc2O)CC1
  -2	/	11
COc1cccc(C(=O)Nc2c3c(nn2-c2cccc(C)c2C)CS(=O)(=O)C3)c1OC
  -20	i	27
CC(=O)Nc1ccc(NCC(O)COc2ccccc2)cc1 (centres undefined)
  -5	i	2
Cc1onc(-c2c(F)cccc2Cl)c1C(=O)N[C@@H]1C(=O)N2C(C(=O)O)C(C)(C)S[C@H]12 (some centres undefined)
  -17	i	8
COc1cc(C2C(C#N)=C(N)N(c3ccc(F)cc3)C3=C2S(=O)(=O)CC3)ccc1O (centres undefined)
  7	i	11
CN(C)c1ccc(-n2cccc2)cc1
  -13	i	-3

Continuation.
Below each SMILES: OX1R antag-1	CHT allo act	OX1R antag-2
CC(C(=O)Nc1ccc(C(=O)O)cc1)N1C(=O)c2ccccc2C1=O (centres undefined)
  -4	i	6
CCOC(=O)N1CCC(N2C(=O)c3ccc(C(=O)Nc4cccc(OC)c4)cc3C2=O)CC1
  -21	i	11
O=[N+]([O-])c1cccc(S(=O)(=O)NCCc2cn3ccccc3n2)c1
  -16	i	44
COc1ccc(OC)c(CN2CCCC(C(=O)N3CCCCC3)C2)c1 (centres undefined)
  -22	i	6
COC(=O)CN1C(=O)C(O)(CC(=O)c2ccc(C)o2)c2ccccc21 (centres undefined)
  -10	i	12
O=c1c(Cl)c(NC2CC2)cnn1-c1ccccc1
  -17	i	3
COc1cc(C2Nc3ccccc3C(=O)N2NS(C)(=O)=O)c([N+](=O)[O-])cc1OC (centres undefined)
  -2	i	23
Cc1ccc(Sc2ncnc(N)c2[N+](=O)[O-])cc1
  7	i	10
O=C(NNC(=S)NCc1ccccc1)c1cccnc1
  -3	i	5
CC[C@]1(C(=O)OC)[C@H]2C(=O)N(Cc3ccccc3)C(=O)[C@H]2[C@H]2CN=C(SCc3ccc(Cl)cc3)N21
  16	/	4
CCOC(=O)c1ccc(S(=O)(=O)NNC(=O)Cc2csc(C)n2)cc1
  -2	/	-1
CN(c1ccccc1)S(=O)(=O)c1cccc(C(=O)OCC(=O)NCc2ccccc2)c1
  -4	/	24
COCCC(=O)N1CCC(Oc2ccc(C(=O)NCCn3cccn3)cc2)CC1
  -8	i	21
O=C(CCn1c(=S)[nH]c2ccccc2c1=O)NCCCN1CCOCC1
  -6	i	6
CC1CCN(c2ccc(-c3cccs3)nn2)CC1
  -7	i	-4
